Bioassay records as filed in PubChem.
A-T KAP1 phos – potential ataxia-telangiectasia treatment | […] A-T fibroblasts, KAP-1 phosphorylation AlphaLISA; neocarzinostatin DNA damage 30 min before lysis | Potency, µM (series often up to 57.5 µM), without a hit: top-dose activation, actives largely listed as activators | 320,000 tested, 0.19% active | AID 485349; note: potency is the fitted concentration of half-maximal effect; % of control where 0% means no effect; nearly all actives have a fitted effect of over 45% in size
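hTERT-immortalized A-T patient fibroblasts ([…]), 500 cells/well in OPTI-MEM, 1% FBS, got compounds for 60 min, then NCS for 30 min at 37C. Lysates were then assayed for phospho-KAP-1 by AlphaLISA (anti-pKAP1 donor, anti-KAP1 acceptor beads), 6 hr at 25C.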
MLL CXXC-DNA inh – MLL CXXC-DNA interaction inhibition. Q03164. MLL-CXXC / FITC-HOXA9 DNA fluorescence polarization. Potency, µM (doses to about 115 µM), without a hit: top-dose activity change, negative = inhibition, most hits filed as inhibitors. 290,000 tested, 0.037% active; active = well fitted inhibition curve with a large enough effect in the polarisation, with a control signal flat, not every such curve was filed as active; inconclusive = small, poorly fitted or top-dose-only effect, or effect the other way, or a change in a side signal; inactive = no such curve, though single readings can be large or run the other way; the % refers to the polarisation; note: potency is the fitted concentration of half-maximal effect
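Steps: dispense CXXC domain solution (7 uM) → pin compounds or unlabeled HOX-A9 DNA control → 5 min ambient → add FLSN-HOX-A9 solution (50 nM) → spin → 30 min ambient → fluorescence polarization. Tris pH 7.5/NaCl/DTT/BSA buffer.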
KCNH2 WT inh – inhibitors of human wildtype KCNH2 potassium channel; 340,000 tested, 0.37% active; activity change, % at 1.84 µM; U2OS, BacMam KCNH2, thallium flux FluxOr; stronger effect = lower value; Q12809;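 active = maximum activity change below -70%; inconclusive = maximum activity change between -70% and -50%; inactive = maximum activity change above -50%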; note: % is set by controls: 0 for no effect and ±100 for the full control effect
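U2OS cells were transduced with wild-type KCNH2 virus (2.03 x 10^8 / mL) for 4 h at room temperature, then cultured overnight at 37 C. Thallium flux was read with FluxOr dye. Rate constants were normalized to DMSO controls.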
FBPA coupling cs – counter-screen for Giardia aldolase inhibitors: coupling enzyme system; coupling enzyme system counterscreen, AmpLite Red fluorescence; activity change, negative = inhibition, % at 58.2 µM, hits read low; AID 2472; 290,000 tested, 0.67% active; in the data active = activity change below about -30%; note: % is set by controls: 0 for no effect and ±100 for the full control effect
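Activity here indicates interference with the coupling reaction, not aldolase inhibition. Compounds at 57.5 uM final met coupling enzymes for 10 min at RT; substrate and AmpLite Red detection followed, with a 525/598 nm fluorescence read after 20 min.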
MBNL1 CUG block – inhibitors of human MBNL1 binding to CUG repeat RNA; Q9NR56; TR-FRET MBNL1-His/biotin-(CUG)12 binding, 665/545 ratio; Potency, µM (series often up to 57.5 µM), for inactives: top-dose activity change, negative = inhibition, hits mostly inhibitors; 280,000 tested, 0.036% active; AID 2675; active = well fitted inhibition curve with a large enough effect in the signal ratio, with a control signal flat, not every such curve was filed as active; inconclusive = small, poorly fitted or top-dose-only effect, or effect the other way, or a change in a side signal; inactive = no such curve, though single readings can be large or run the other way; the % refers to the signal ratio; note: potency is the fitted concentration of half-maximal effect; % is set by controls: 0 for no effect and ±100 for the full control effect
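His-tagged MBNL1 binding to biotinylated (CUG)12 RNA was measured by TR-FRET using terbium anti-His antibody (0.055 ng/ul final) and streptavidin-XL665 (5 nM final). Compounds were titrated 92 nM to 58 uM; 60 min at room temperature.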
S-ASM inh – inhibitors of human secretory acid sphingomyelinase; placental ASM, HMU-PC fluorogenic substrate, 60 min; 340,000 tested, 0.006% active; Potency, µM (doses to about 57.5 µM), inactives show at the highest dose activity change, negative = inhibition, actives largely listed as inhibitors; AID 504937; note: potency is the fitted concentration of half-maximal effect
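Fluorogenic HMU-PC substrate (9 uM final) is turned over by placental ASM in 60 min at 37 C after a 10 min compound preincubation. Reaction ended by alkaline stop (pH 10), with fluorescence read at 386/447 nm.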
Integrin act MD – integrin-mediated muscular dystrophy alleviation activation. alpha7betagal myoblasts, beta-gal FDG fluorescence, 48 h. AID 624291. Potency, µM (series often up to 38.3 µM), for inactives: top-dose activation, actives largely listed as activators. 350,000 tested, 0.064% active;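 note: potency is the fitted concentration of half-maximal effect; 100% = response of the positive control SU9516; nearly all actives have a fitted effect of over 60% in size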
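alpha7betagal+/- myoblasts (passage 13, 250/well) treated 48 h at 37C with compounds at 1:260 dilution of DMSO stock. Lysed, then beta-galactosidase activity read as FDG fluorescence (ex 480/em 540) after 30 min, with pre-read for autofluorescence.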
GALK inhibitor – blocks human galactokinase activity | Potency, µM (series often up to 57.5 µM), inactives show top-dose activity change, negative = inhibition, most hits filed as inhibitors | 270,000 tested, 0.007% active | Purified GALK, Kinase-Glo residual ATP luminescence; note: potency is the fitted concentration of half-maximal effect; % is set by controls: 0 for no effect and ±100 for the full control effect
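Kinase-Glo Plus luminescence measured ATP left after a 1 h room-temperature reaction. The reaction used 5 nM GALK, 100 uM galactose and 35 uM ATP at pH 8.0 (20 mM HEPES, 5 mM MgCl2, 60 mM NaCl, 1 mM DTT, 0.01% BSA).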
TRPV1 ag – agonists of human vanilloid receptor 1 (TRPV1); Q8NER1; TRPV1-expressing cells, Fluo-8 calcium influx, agonist mode; activation, % at 8.33 µM; 320,000 tested, 0.19% active; in the data active = activation above about 80%; inconclusive = between about 30% and that limit; note: 0% is about no effect
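TRPV1-expressing cells were cultured overnight at 35.5C and loaded with Fluo-8 calcium dye for 40 to 90 min at room temperature. After a 10 s baseline, compound was added and calcium influx was read kinetically for 3 min (ex 480/em 520 nm).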
KCNH2 3.1 inh – inhibitors of human KCNH2 3.1 potassium channel isoform | 340,000 tested, 0.95% active | activity change, % (tested at about 1.8 µM) | U2OS KCNH2 3.1, thallium flux FluxOr; stronger effect = lower value;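 active = maximum activity change below -70%; inconclusive = maximum activity change from -70% to -50%; inactive = maximum activity change above -50%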;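 note: thallium influx rate constant from kinetic fluorescence after stimulation buffer; % is set by controls: 0 for no effect and ±100 for the full control effect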
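Thallium flux via FluxOr fluorescence (Red40 quencher, 45 min loading) in U2OS cells virally expressing the KCNH2 3.1 isoform (1.77 x 10^8 /mL virus, overnight at 37 C). Rate constants from 2-min kinetic reads post-stimulation, normalised to positive and negative controls.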
Numbers without * were called inactive; i = inactive; ? = inconclusive; / = not tested or not shown; & = joins results of further samples; [ ] = another dose, or the depositor's remark. Unless noted, calls come from the whole dose curve; as a rule, active = well fitted curve in the direction sought with a large enough effect; inconclusive = small, poorly fitted or top-dose-only effect, or another doubt; inactive = no such curve, though single readings can be large; an effect the other way counts as inactive or inconclusive.

Values in the order: TRPV1 ag	FBPA coupling cs	KCNH2 WT inh	Integrin act MD	A-T KAP1 phos	KCNH2 3.1 inh	S-ASM inh	GALK inhibitor	MBNL1 CUG block	MLL CXXC-DNA inh
> O=C(NCCN1C(=O)S/C(=C\c2ccccc2)C1=O)c1cc(S(=O)(=O)N2CCOCC2)c(Cl)cc1Cl
→ -1	-5	-4	-1%	0%	-33	-3%	-1%	27%	-3%
> CCOc1ccc(NC(=O)Nc2ccc(Br)cn2)cc1
→ -3	4	i	?	0%	15	-1%	6%	-8%	1%
> COc1ccc(Br)c(C(=O)OCC(=O)N2CCc3ccccc32)c1
→ /	/	11	-19%	12%	15	-1%	/	/	/
> COc1cccc(NC(=S)NCc2ccccc2)c1
→ ?	0	-6	0%	5%	1	2%	2%	-9%	2%
> Cc1ccc(NC(=O)c2ncn(CCCN3CCN(Cc4cccc5ccccc45)CC3)n2)cc1C
→ /	/	-12	-45%	/	-72*	-14%	/	/	/
> CC(C(=O)Nc1ccccc1C(=O)N1CCOCC1)N(c1ccccc1)S(C)(=O)=O (stereo not given)
→ 1	-1	4	-23%	4%	-20	1%	0%	11%	0%
> CCOCCCNCc1cc(Cl)ccc1OCC
→ 1	0	-5	-4%	2%	3	5%	0%	2%	-5%
> CC(C)(C)OC(=O)N1CCCC1C(=O)NC(Cc1ccccc1)C(=O)O (stereo not given)
→ 2	2	3	-19%	5%	2	3%	-4%	?	11%
> COc1ccc(C(=O)COC(=O)CNC(=O)c2cc(OC)cc(OC)c2)cc1
→ 7	4	-5	3%	4%	7	-7%	-1%	-4%	7%
> Cc1nnc(SC(C)C(=O)NC2CCCc3ccccc32)n1-c1ccccc1 (stereo not given)
→ 3	3	-15	-11%	-5%	-4	8%	-1%	-23%	?
> N#C/C(=C(/O)CCl)c1nc(-c2ccccc2)cs1
→ /	4	-1	-11%	-6%	-42	9%	5%	/	-14%
> C#CCn1c(=NC(=O)CSCC(=O)N2CCOCC2)sc2ccccc21
→ 2	-1	0	9%	4%	9	6%	/	-7%	2%
> COc1ccccc1N(CC(=O)N1CCCCC1)S(=O)(=O)c1ccccc1
→ 3	-2	-9	-16%	3%	5	0%	-3%	-4%	-2%
> COCCSc1nc2c(c(=O)[nH]c(=O)n2C)n1CCC(C)C
→ 18	2	-13	3%	-7%	8	-4%	2%	13%	14%
> CC1CN(C(=O)CSc2nc(-c3ccc(F)cc3)cs2)CC(C)O1 (stereo not given)
→ 6	0	10	-23%	1%	-7	-3%	-1%	-11%	8%
> CC1CCCN(c2nc(N(C)c3ccccc3)nc(N)c2[N+](=O)[O-])C1 (stereo not given)
→ ?	-2	-4	0%	-4%	2	-16%	-1%	/	2%
> CCOC(=O)[C@@H]1[C@H]2COc3ccccc3[C@H]2N2C(=O)N(c3ccc(Cl)cc3)C(=O)[C@]12C
→ 2	-2	-16	12%	4%	3	2%	/	4%	12%
> COc1ccc(CNC(=O)C2CCCN(S(=O)(=O)c3ccc4c(c3)C(C)(C)C(=O)N4C)C2)cc1 (stereo not given)
→ -4	-3	-1	-5%	2%	6	3%	/	2%	0%
> O=C(NCc1ccccc1CN1CCCC1)C1CCN(S(=O)(=O)c2ccc(F)c(F)c2)CC1
→ -5	/	0	-24%	-2%	-29	-2%	/	/	/
> COc1ccc(-c2ncc(CN3CCN(CCC(C)C)C(CCO)C3)cn2)cc1 (stereo not given)
→ 3	2	16	-8%	3%	1	6%	2%	-4%	-12%
> Cn1c(NC(=O)CCc2ccccc2)cc(=O)n(C)c1=O
→ 26	4	-8	-6%	0%	-1	1%	2%	-7%	8%
> Cc1cc(/C=N/NC(=O)c2ccccc2F)c(C)n1-c1ccccc1
→ ?	-1	-3	?	-2%	-4	-1%	-2%	1%	-6%
> COc1ccc(NC(=O)C2CCC(CNc3c(N4CCCCC4)c(=O)c3=O)CC2)cc1OC (stereo not given)
→ 3	2	5&-19	-10%&3%	5%	7&1	1%&-3%	2%	-4%	0%
> C=C1C[C@H](O)[C@@H]2[C@H](OC(=O)[C@H]2C)[C@H]2[C@H](C)[C@@H](O)C[C@@H]12
→ 1	/	/	8%	11%	/	0%	/	/	/
> CCOc1ccc(N(C)S(=O)(=O)c2cc(-c3cc(C)no3)ccc2CC)cc1
→ ?	/	7	?	19%	-3	-16%	-4%	11%	-2%
> CCOc1ccc(NC(=O)CCN2CCN(C)CC2)cc1
→ -1	-2	1	3%	19%	7	-2%	1%	4%	-2%
> CC1(C)NC(=O)N(CCCCOc2ccc3c(c2)CCC3)C1=O
→ ?	-1	1	-37%	-5%	13	-2%	1%	-2%	-6%
> Cc1cccc(N2CCN(S(=O)(=O)c3ccc4c(c3)CCC(=O)N4)CC2C)c1 (stereo not given)
→ ?	1	5	-22%	7%	?	0%	-1%	2%	4%
> Cn1c(=O)c2c(ncn2CC(=O)NC2CCCCC2)n(C)c1=O
→ -5	1	-40	-17%	-2%	-16	-2%	1%	-6%	?
> Cc1ccc(C(=O)CSc2nnc(-c3ccco3)n2C)cc1
→ 0	2	8	8%	-3%	-17	1%	5%	-7%	-13%
> O=C(COC(=O)c1ccc(Cl)c(S(=O)(=O)N2CCCC2)c1)NC1CCCC1
→ 1	3	-7	3%	10%	6	4%	2%	5%	-6%
> C/[N+]([O-])=C\C1C(=O)CCCC1=O
→ -4	5	3	22%	-1%	13	3%	-1%	1%	3%
> Cc1ccc2nc(C)c3c(c2c1)OC(C(C)(Cl)Br)C3 (stereo not given)
→ ?	2	-16	-57%[inhibitor]	?	-15	-1%	3%	0%	-1%
> CCOc1ccc(NC(=O)COc2nsnc2N2CCCCC2)cc1
→ -2	-1	0	22%	6%	5	3%	0%	-2%	-1%
> CCOc1ccc(N=Nc2c(C)noc2C)cc1
→ 1	5	-4	1%	2%	-45	0%	5%	7%	11%
> COc1cc(CCCN2C(=O)C(=O)NC[C@H]2Cc2cccc3ccccc23)cc(OC)c1OC
→ /	/	-22	19%	/	-4	3%	/	/	/
> O=C(c1ccccc1)c1ccc2nc(N3CCCCC3)c3nncn3c2c1
→ 2	1	-26	-13%	1%	9	-10%	/	16%	7%
> CC1=C(C(=O)OCC2CCCO2)C(c2coc3ccc(C)cc3c2=O)C2=C(CCCC2=O)N1 (stereo not given)
→ 2	0	5	5%	-3%	-8	15%	-2%	-6%	-3%
> COc1cc(-c2nn3c(-c4cccnc4)nnc3s2)cc(OC)c1OC
→ -1	0	42	13%	0%	?	-1%	1%	-8%	0%
> Cc1ccc(NC(=O)COc2ccccc2C(N)=O)cc1S(=O)(=O)N1CCCCCC1
→ 24	/	0	-43%	9%	-5	-12%	/	/	/
> CCCN1CCN(C(=O)c2ccccc2-c2nc3ccccc3s2)CC1
→ 8	0	19	26%	2%	10	5%	-1%	-1%	-1%
> CCN(Cc1ccccc1OC)CC1CCCN(CCc2cccc(OC)c2)C1 (stereo not given)
→ 5	0	10	-48%[inhibitor]	-1%	3	3%	-3%	0%	9%
> Cc1sc(NC(=O)c2sc3nc4c(C)cccc4cc3c2N)c(C#N)c1C
→ -6	-7	-8	-51%[inhibitor]	8%	-8	-4%	1%	-2%	-2%

A draw from above in order of molar mass, highest first:
Values in the order: TRPV1 ag	FBPA coupling cs	KCNH2 WT inh	Integrin act MD	A-T KAP1 phos	KCNH2 3.1 inh	S-ASM inh	GALK inhibitor	MBNL1 CUG block	MLL CXXC-DNA inh
> COc1ccc(-c2ncc(CN3CCN(CCC(C)C)C(CCO)C3)cn2)cc1 (stereo not given)
→ 3	2	16	-8%	3%	1	6%	2%	-4%	-12%
> Cc1sc(NC(=O)c2sc3nc4c(C)cccc4cc3c2N)c(C#N)c1C
→ -6	-7	-8	-51%[inhibitor]	8%	-8	-4%	1%	-2%	-2%
> CCCN1CCN(C(=O)c2ccccc2-c2nc3ccccc3s2)CC1
→ 8	0	19	26%	2%	10	5%	-1%	-1%	-1%
> CC1(C)NC(=O)N(CCCCOc2ccc3c(c2)CCC3)C1=O
→ ?	-1	1	-37%	-5%	13	-2%	1%	-2%	-6%
> CCOc1ccc(NC(=O)CCN2CCN(C)CC2)cc1
→ -1	-2	1	3%	19%	7	-2%	1%	4%	-2%

No enrichment for hits, and some 2% of all compounds hit somewhere here.
